# SUMO1 PPI mod: modulators of human SUMO1-mediated protein-protein interactions. SUMO1 binding to a labelled peptide, TR-FRET, 1 h. inhibition, % at 20 µM. 360,000 compounds, 0.33% hits; in the data active = inhibition above about 37%
# Target sequence (P63165 whole entry, looked up): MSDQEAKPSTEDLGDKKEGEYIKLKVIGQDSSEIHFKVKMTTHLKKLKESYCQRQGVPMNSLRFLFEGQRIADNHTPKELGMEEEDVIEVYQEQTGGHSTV
# DNMT1 inh: blocks human DNA methyltransferase DNMT1 | P26358 | DNMT1 molecular beacon, Hinp1I cleavage, fluorescence | inhibition (reported as % activation of signal), % at 10 µM | 360,000 compounds, 0.83% hits; in the data active = inhibition above about 50%
# TbMetRS inhib: Trypanosoma brucei MetRS inhibition; purified T. brucei MetRS, ATP depletion, Kinase-Glo luminescence; inhibition, % at 11.9 µM; 360,000 compounds, 0.4% hits;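 active = inhibition above a per-plate cutoff of the control wells' mean inhibition plus 3 SD, cut at about 5.5% in these data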;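 note: 0% = DMSO wells median and 100% = median of wells with control inhibitor compound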
#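 Material: T. brucei methionyl-tRNA synthetase, purified; reagent: substrates ATP, L-methionine and bulk Escherichia coli tRNA; dosing: 11.9 µM single point; timing: 15 min plus 2 h at 25 °C; detection: luminescence of leftover ATP; evaluation: % inhibition; control set: DMSO-only wells as low control; replicates: singlicate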
# Rpn11 inh: Rpn11 (human) deubiquitinase inhibition; O00487; human 26S proteasome, Ub4-pepOG fluorescence polarization; 20S core pre-blocked with epoxomicin; calls only at 20 µM; 360,000 compounds, 0.59% hits; AID 588493;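 active = inhibition at 20 µM, scaled to each plate's controls, above about 33%, limit read from the data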
# STEP inh: blocks human striatal-enriched tyrosine phosphatase. recombinant STEP, OMFP fluorogenic substrate, fluorescence. inhibition, % at 20 µM. 360,000 compounds, 0.25% hits. AID 588621;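 active = inhibition at 20 µM, scaled per plate between control wells, above about 37%, limit read from the data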;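 note: 0% = DMSO with enzyme and substrate and 100% = substrate only without enzyme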
# Target sequence (P54829 whole entry, looked up): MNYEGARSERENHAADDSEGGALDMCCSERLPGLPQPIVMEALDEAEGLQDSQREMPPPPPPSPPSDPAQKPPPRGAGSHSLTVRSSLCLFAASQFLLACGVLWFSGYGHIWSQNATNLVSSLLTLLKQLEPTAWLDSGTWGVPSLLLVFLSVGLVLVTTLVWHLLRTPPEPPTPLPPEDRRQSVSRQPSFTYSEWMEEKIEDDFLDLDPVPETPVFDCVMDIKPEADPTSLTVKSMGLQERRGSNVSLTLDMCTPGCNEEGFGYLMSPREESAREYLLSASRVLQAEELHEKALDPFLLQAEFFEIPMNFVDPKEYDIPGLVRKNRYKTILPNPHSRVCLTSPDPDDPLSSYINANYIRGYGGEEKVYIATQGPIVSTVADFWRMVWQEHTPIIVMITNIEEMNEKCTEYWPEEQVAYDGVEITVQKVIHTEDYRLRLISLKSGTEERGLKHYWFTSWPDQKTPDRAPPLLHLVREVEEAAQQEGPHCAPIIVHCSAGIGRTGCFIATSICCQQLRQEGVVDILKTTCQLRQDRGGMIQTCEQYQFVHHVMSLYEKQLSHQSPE
#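 Also added – OMFP at 25 µM · Test system – STEP tyrosine phosphatase · Technique – FITC-channel fluorescence of OMFP product · Schedule – 20 min at room temperature, dark · Evaluation – control-normalized % inhibition with plate pattern correction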
# Scp-1 inhibitor: blocks human Scp-1 phosphatase activity; Q9GZU7; 340,000 compounds, 0.88% hits; inhibition, % at 20 µM; AID 493091; Recombinant Scp1, phosphopeptide, malachite green phosphate absorbance;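 active = inhibition above about 50% at 20 µM, limit read from the data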;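 note: plate controls were DMSO wells with enzyme for no effect and wells lacking enzyme for full effect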
#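 Times: enzyme reaction 45 min at room temperature, colour 5 min, stabilisation 30 min. Material: SCP-1 catalytic fragment, aa 76-261. Medium: Acidic Tris acetate buffer with magnesium and detergent. Signal: colorimetric free-phosphate detection, absorbance 630 nm. Read-out basis: % inhibition of SCP-1 phosphate liberation. Reagent: Phosphorylated 17-residue peptide substrate.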
# NadD block: blocks S. aureus nicotinate mononucleotide adenylyltransferase; purified NadD enzyme, colorimetric absorbance read-out; inhibition, % at 20 µM; 360,000 compounds, 0.78% hits; AID 602399; in the data active = inhibition above about 26%; note: some compounds past the cut are filed as inactive
# CSN inh: blocks human CSN-mediated cullin deneddylation | Q92905 | AID 651999 | 360,000 compounds, 0.38% hits | Purified CSN, SCF-Nedd8-OG deneddylation, fluorescence polarization | inhibition, % at 12.5 µM;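 active = pattern-corrected inhibition above about 35%, with an unprinted fluorescence ratio check between 0.5 and 1.5, limit read from the data, passing the limit was not always enough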;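 note: 0% = enzyme with substrate and 100% = substrate without enzyme; some results filed as inactive read as strong as hits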
# Target sequence (Q92905 whole entry, looked up, one chain of several): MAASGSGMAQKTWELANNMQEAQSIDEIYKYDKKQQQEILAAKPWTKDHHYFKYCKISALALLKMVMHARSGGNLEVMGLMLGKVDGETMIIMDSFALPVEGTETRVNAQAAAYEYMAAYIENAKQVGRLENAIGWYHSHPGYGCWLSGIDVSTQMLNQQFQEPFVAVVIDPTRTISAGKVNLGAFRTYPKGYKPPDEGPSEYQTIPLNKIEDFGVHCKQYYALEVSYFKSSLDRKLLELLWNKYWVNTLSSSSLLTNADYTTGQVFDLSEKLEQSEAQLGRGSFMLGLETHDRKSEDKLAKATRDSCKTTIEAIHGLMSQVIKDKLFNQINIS
#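 Material: purified human Csn5 enzyme expressed in HEK293T cells / Medium: Tris buffer pH 7.5, NaCl, DTT, Tween-20, trehalose, ovalbumin / Compound dosing: 12.5 µM single point / Schedule: 90 min incubation of compound, enzyme and substrate at room temperature / Signal: fluorescence polarization of the substrate / Control set: no-enzyme wells high, enzyme-with-substrate wells low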
# LMPTP block: blocks human LMPTP phosphatase. recombinant LMPTP-A, OMFP fluorogenic substrate, fluorescence intensity. inhibition, % at 20 µM. 360,000 compounds, 0.22% hits. AID 651560;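 active = compounds that cut the enzyme signal by at least half of the control window in the single-dose screen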;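 note: plate controls were DMSO wells with enzyme plus substrate for no effect and substrate without enzyme for full effect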
#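 Test system: LMPTP-A phosphatase enzyme; input: 0.625 nM LMPTP-A final; reagent: OMFP substrate, 400 µM final; compound dosing: 20 µM single dose, 3% DMSO; incubation: 50 min dark incubation at room temperature; measured by: endpoint fluorescence intensity from OMFP dephosphorylation; measure: % inhibition relative to no-enzyme and uninhibited control wells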
# MsrA inhibitor: inhibitors of bovine MsrA; purified bovine MsrA, absorbance read-out; inhibition, % at 15.5 µM; 360,000 compounds, 0.75% hits; AID 651718; in the data active = inhibition above about 4.5%;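 note: 0% = vehicle wells with enzyme and 100% = reference inhibitor wells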
# * = called active by the depositor; i = inactive; nt = no result given; + = active, no number; & = joins results of further samples. This is a random part of the collection; overall some 3.9% were active at least once.
# Values run as follows: Scp-1 inhibitor	SUMO1 PPI mod	STEP inh	TbMetRS inhib	LMPTP block	CSN inh	DNMT1 inh	NadD block	Rpn11 inh	MsrA inhibitor
CCOC(=O)C1(C)CCCN(C(=O)c2ccc(F)cc2Cl)C1 (configuration not stated)
→ nt	1	-3	-0.2	0.3	-5	3	1	i	-0.5
c1ccc(CN2CCN(c3nc(NCc4ccco4)c4ccccc4n3)CC2)cc1
→ -1	4	1	0.0	22	-7	-6	-4	i	-0.7
CCN(CCO)Cc1csc2ccccc12
→ -16	-2	0	0.6	-2.0	-1	0	-6	i	-0.6
CC(C)(C)OC(=O)C[C@@H]1C/C=C\C[C@@H](CC(=O)N(CCO)Cc2ccccc2)C(=O)NC[C@@H](c2ccccc2)OC1=O
→ 1	-2	1	-0.6	-2.1	-5	3	0	i	-0.3
CCOc1cc(N2CCOCC2)c(OCC)cc1NC(=O)c1nn(CC)c(=O)c2ccccc12
→ -4	1	0	-0.3	3.9	3	-9	-3	i	-0.8
O=C(O)Cc1csc(-c2cccc(Oc3ccccc3)c2)n1
→ -4&-2	-1&-2	0&-2	-0.5&0.1	-0.2&0.8	1&1	2&-2	-8&-1	i	-0.9&0.7
CC1(C)CC(=O)C2=C(C1)OC(c1cccs1)C(C#N)=C2N (configuration not stated)
→ -5	1	-3	0.0	-0.5	7	5	3	i	0.3
CN1C(=O)/C(=C/c2ccc(OCc3ccccc3F)cc2)N(C)C1=S
→ -9	-1	3	-0.8	2.8	-5	3	2	i	-0.1
O=C(O)C1CC(O)CN1C(=S)Nc1ccccc1 (configuration not stated)
→ -1	4	-2	-0.9	-0.5	-4	-1	-1	i	0.4
O=C(CSc1nc2ccc(NC(=O)c3ccccc3C(=O)O)cc2s1)Nc1c(Cl)cccc1Cl
→ -6	2	-2	0.7	-0.9	0	-6	3	i	1.4
COc1ccc(NC(=O)NCCCCc2ccccc2)cc1
→ -8	0	4	-0.4	1.3	3	0	-3	i	-0.4
COc1cccc(CN2CCC(C(=O)NC(C)c3cccc4ccccc34)CC2)c1 (configuration not stated)
→ nt	-3	2	-0.3	-1.6	-1	1	-5	i	1.0
N#CCSc1nnc(-c2ccccc2O)n1CCc1ccccc1
→ 5	0	-1	-0.5	0.5	0	6	3	i	0.9
COc1ccccc1C(=O)NC(CCSC)C(=O)NNC(=O)c1ccccc1O (configuration not stated)
→ 0	11	-4	-0.7	0.8	1	0	2	i	0.6
Cc1cc(C)c(C#N)c(SCC(=O)c2ccccc2)n1
→ -11	-16	0	-0.6	1.7	4	-1	2	i	0.6

# Laid out differently: entries from further up
Molecule | Scp-1 inhibitor | SUMO1 PPI mod | STEP inh | TbMetRS inhib | LMPTP block | CSN inh | DNMT1 inh | NadD block | Rpn11 inh | MsrA inhibitor
CCN(CCO)Cc1csc2ccccc12 | -16 | -2 | 0 | 0.6 | -2.0 | -1 | 0 | -6 | i | -0.6
CC(C)(C)OC(=O)C[C@@H]1C/C=C\C[C@@H](CC(=O)N(CCO)Cc2ccccc2)C(=O)NC[C@@H](c2ccccc2)OC1=O | 1 | -2 | 1 | -0.6 | -2.1 | -5 | 3 | 0 | i | -0.3
CCOc1cc(N2CCOCC2)c(OCC)cc1NC(=O)c1nn(CC)c(=O)c2ccccc12 | -4 | 1 | 0 | -0.3 | 3.9 | 3 | -9 | -3 | i | -0.8
O=C(O)Cc1csc(-c2cccc(Oc3ccccc3)c2)n1 | -4&-2 | -1&-2 | 0&-2 | -0.5&0.1 | -0.2&0.8 | 1&1 | 2&-2 | -8&-1 | i | -0.9&0.7
CC1(C)CC(=O)C2=C(C1)OC(c1cccs1)C(C#N)=C2N (configuration not stated) | -5 | 1 | -3 | 0.0 | -0.5 | 7 | 5 | 3 | i | 0.3
CN1C(=O)/C(=C/c2ccc(OCc3ccccc3F)cc2)N(C)C1=S | -9 | -1 | 3 | -0.8 | 2.8 | -5 | 3 | 2 | i | -0.1
O=C(O)C1CC(O)CN1C(=S)Nc1ccccc1 (configuration not stated) | -1 | 4 | -2 | -0.9 | -0.5 | -4 | -1 | -1 | i | 0.4
O=C(CSc1nc2ccc(NC(=O)c3ccccc3C(=O)O)cc2s1)Nc1c(Cl)cccc1Cl | -6 | 2 | -2 | 0.7 | -0.9 | 0 | -6 | 3 | i | 1.4
COc1ccc(NC(=O)NCCCCc2ccccc2)cc1 | -8 | 0 | 4 | -0.4 | 1.3 | 3 | 0 | -3 | i | -0.4

# The listing continues:
# Values run as follows: Scp-1 inhibitor	SUMO1 PPI mod	STEP inh	TbMetRS inhib	LMPTP block	CSN inh	DNMT1 inh	NadD block	Rpn11 inh	MsrA inhibitor
COc1cccc(N2CCN(C(=O)c3cccnc3)CC2)c1
→ -11	-2	-2	-1.2	-1.9	4	2	0	i	nt
Clc1ccc(Cl)c2sc(N3CCCC3)nc12
→ -10	0	-2	-0.1	2.5	-3	0	-5	i	0.0
C[C@@H]1CCCCO[C@@H](CN(C)S(=O)(=O)c2cn(C)cn2)[C@@H](C)CN([C@H](C)CO)C(=O)c2cc(N(C)C)ccc2O1
→ nt	-1	2	-1.7	-1.7	4	3	0	i	-0.4
CCOC(=O)C1(CCc2ccccc2)CCN(Cc2cnc(N(C)C)s2)CC1
→ 2	3	-2	0.0	-0.7	2	-4	1	i	-0.3
Cc1ccc2cc(CN(CC3CCCO3)C(=O)NC3CCCCC3)c(=O)[nH]c2c1C (configuration not stated)
→ 26	2	3	-0.9	-0.1	-5	3	12	i	0.4
c1ccc2c(c1)C(=NC1CCCCC1)NC2=NC1CCCCC1
→ 9	-6	0	-0.9	24	-5	9	-10	i	0.1
COc1nc(NCCO)nc(Nc2cc(Cl)ccc2OC)n1
→ 6	10	-2	-1.0	-0.7	-8	2	1	i	-0.6
Cc1cccc(C(=O)NCCc2csc(C)n2)c1
→ -19	2	-2	-0.4	-0.9	3	-1	-3	i	-0.1
CCCCOCCCN1CC(=O)N2C(C)c3[nH]c4ccccc4c3C[C@H]2C1=O (some centres not stated)
→ -7	-1	33	0.7	0.6	-3	-1	-5	i	-0.2
CCC(=O)NC(c1cccs1)c1cc([N+](=O)[O-])c2cccnc2c1O (configuration not stated)
→ -13	-25	2	-0.2	5.5	-7	-13	7	+	1.2
C[C@H]1CN([C@@H](C)CO)C(=O)c2cc(Br)cnc2O[C@H]1CN(C)Cc1ccccc1C(=O)O
→ nt	4	1	-0.8	-1.9	4	7	3	i	-0.3
CCCn1c(C)cc(/C=C(\C#N)C(=O)OCC(=O)NC(=O)NCC)c1C
→ -10	-17	-2	-1.1	0.6	-1	0	-5	i	2.5
CCC(C)[C@H](NC(=O)[C@@H]1CSC2c3ccccc3C(=O)N21)C(=O)NCc1ccco1 (some centres not stated)
→ 1	0	-3	0.0	-0.2	4	1	3	i	-0.8
CC(=O)C(C)Oc1ccc2c3c(c(=O)oc2c1C)CCCC3 (configuration not stated)
→ -13	2	7	-0.1	0.4	-2	0	-1	i	1.6
CCCC(C(=O)Nc1ccncc1)c1ccccc1 (configuration not stated)
→ -7	5	0	0.0	-3.7	-2	3	1	i	0.4
Cc1ccsc1C(=O)NC(C)c1ccccc1 (configuration not stated)
→ -3	-3	-1	-1.0	-1.6	4	-1	-2	i	-0.6
Cc1cc(C)c(OCC(=O)N/N=C/c2ccc3c(c2)OCO3)c(C)c1
→ 2	2	0	0.0	-1.2	-4	4	-5	i	0.1
CCOCCCn1c(=N)c(S(=O)(=O)c2ccc(C)cc2)cc2c(=O)n3cc(C)ccc3nc21
→ 9	-17	-1	-0.2	1.9	-6	-1	5	i	1.3
CCn1nc(C)c(CNC(=O)C2CCC(=O)N(Cc3ccc(Cl)cc3)C2)c1C (configuration not stated)
→ 0	-2	-5	-0.3	0.5	6	1	-6	i	-0.5
CC(C)CNC(=O)c1ccccc1NC(=O)CSCc1ccccc1
→ -2	-2	0	-0.9	-1.0	-2	3	-1	i	-1.2
O=C1CSC(=S)N1/N=C/c1cccnc1
→ -4	-19	2	-1.2	-1.5	1	4	-2	i	2.1
COc1ccc(NC(=O)c2cc(-c3ccco3)on2)cc1
→ -5	-2	1	0.4	-1.4	-2	0	0	i	0.5
CCOC(=O)C1=CN(Cc2cccc(F)c2)S(=O)(=O)N(CC)C1c1ccc(F)c(Cl)c1 (configuration not stated)
→ -8	4	3	-0.3	2.8	-3	0	1	i	2.1
Cc1ccc([N+](=O)[O-])cc1N(CC(=O)NC1CCCC1)S(C)(=O)=O
→ -6	-5	-3	0.2	-0.5	-5	3	4	i	-0.2
CSc1nc2sc3c(c2c(=O)n1C)CCC(C)C3 (configuration not stated)
→ -5	5	0	1.0	2.7	6	4	0	i	-0.1
CCc1ccc(NC(=O)COC(=O)/C(=C/c2ccccc2OC)c2ccccc2)cc1
→ -16	4	2	-0.4	2.5	0	-12	-9	i	1.5
O=C(CSc1c2c(nc3ccc(Cl)cc13)CCCC2)N1CCN(C(=O)c2ccco2)CC1
→ 6	-12	-2	0.4	3.7	2	0	23	i	-0.3
Cc1ccc(S(=O)(=O)N2CCN(C(=O)CCC(=O)NCc3cccc(C(F)(F)F)c3)CC2)cc1
→ -7	3	2	-0.4	1.5	13	2	1	i	-1.3
COc1ccccc1NC(=O)C(C)OC(=O)Cn1cnc2c1c(=O)n(C)c(=O)n2C (configuration not stated)
→ -4	10	-1	0.0	-1.2	-3	2	-4	i	-0.4
Cc1ccc(CNC(=O)c2ccccc2NC(=O)CN2CC(C)OC(C)C2)cc1 (configuration not stated)
→ 2	-2	0	-0.5	-0.2	-2	0	-7	i	-1.2
O=C(CN1CCCCC1)NCC(=O)Nc1ccc(F)c(F)c1F
→ -5	-8	-1	-0.5	-0.8	3	2	3	i	-0.2
CC1(C)OC(C(=O)NC2CCCCC2)C(C(=O)NC2CCCCC2)O1 (configuration not stated)
→ 0	15	2	-1.1	-0.1	-2	7	-2	i	-0.1
CC(=O)Nc1nc2cc3c(cc2s1)OCCO3
→ 6	2	-2	-0.9	-0.8	0	0	-3	i	2.3
C#CCOCCOCCOCCNc1nc(N2CCOCC2)nc(N2CCN(C(=O)CCCCCCCCCCNC(=O)[C@H]([C@@H](C)CC)n3cc(CCCCN=C(N)N)nn3)CC2)n1
→ 12	-40	1	0.1	1.5	0	9	11	i	0.3

# Source: PubChem (several laboratories)
